Screening results as filed in PubChem BioAssay.
OX1R antag-1: blocks the human orexin 1 receptor | actives 1.8% (n = 330,000) | OX1R-expressing cells, FRET antagonist read-out | inhibition, % at 6.6 µM | AID 485270 | O43613; in the data active = inhibition mostly above about 38%, no sharp cut-off; inactive = mostly below about 40%;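 note: 0% = agonist challenge alone and 100% = reference antagonist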
Target sequence (O43613 whole entry, looked up): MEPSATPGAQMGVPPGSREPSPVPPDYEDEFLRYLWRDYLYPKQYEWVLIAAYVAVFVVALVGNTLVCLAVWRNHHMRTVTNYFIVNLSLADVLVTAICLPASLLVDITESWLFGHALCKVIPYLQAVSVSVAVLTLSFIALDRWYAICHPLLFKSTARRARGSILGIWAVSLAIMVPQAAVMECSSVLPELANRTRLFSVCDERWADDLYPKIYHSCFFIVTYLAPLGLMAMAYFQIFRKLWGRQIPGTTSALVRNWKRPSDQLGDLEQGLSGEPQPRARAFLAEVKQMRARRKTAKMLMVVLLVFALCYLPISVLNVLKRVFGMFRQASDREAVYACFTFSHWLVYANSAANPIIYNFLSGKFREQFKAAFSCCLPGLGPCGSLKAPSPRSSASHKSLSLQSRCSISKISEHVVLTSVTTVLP
OX1R antag-2: blocks the human orexin 1 receptor. actives 0.43% (n = 330,000). AID 434989. inhibition, % at 5 µM. O43613. CHO/OX1R cells, Fluo-8 calcium fluorescence, orexin A;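 active = inhibition above its plate's threshold, mean inhibition of all tested compounds on the plate plus 3 SD, cut at about 37% in these data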;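 note: 0% = orexin A challenge wells and 100% = SB-334867-A antagonist wells; not every result past the cut was called active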
CHT PAM: human CHT allosteric activation; Q9GZV3; CHT-expressing cells, membrane potential dye, choline EC20; active compounds read high; LV-AA mutant CHT in HEK293 cells; B-score at 10 µM; actives 0.49% (n = 310,000); AID 488977;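 active = initial fluorescence not abnormally high and integrated response B-score, plate-corrected, over 3 SD above library mean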
Target sequence (Q9GZV3 whole entry, looked up): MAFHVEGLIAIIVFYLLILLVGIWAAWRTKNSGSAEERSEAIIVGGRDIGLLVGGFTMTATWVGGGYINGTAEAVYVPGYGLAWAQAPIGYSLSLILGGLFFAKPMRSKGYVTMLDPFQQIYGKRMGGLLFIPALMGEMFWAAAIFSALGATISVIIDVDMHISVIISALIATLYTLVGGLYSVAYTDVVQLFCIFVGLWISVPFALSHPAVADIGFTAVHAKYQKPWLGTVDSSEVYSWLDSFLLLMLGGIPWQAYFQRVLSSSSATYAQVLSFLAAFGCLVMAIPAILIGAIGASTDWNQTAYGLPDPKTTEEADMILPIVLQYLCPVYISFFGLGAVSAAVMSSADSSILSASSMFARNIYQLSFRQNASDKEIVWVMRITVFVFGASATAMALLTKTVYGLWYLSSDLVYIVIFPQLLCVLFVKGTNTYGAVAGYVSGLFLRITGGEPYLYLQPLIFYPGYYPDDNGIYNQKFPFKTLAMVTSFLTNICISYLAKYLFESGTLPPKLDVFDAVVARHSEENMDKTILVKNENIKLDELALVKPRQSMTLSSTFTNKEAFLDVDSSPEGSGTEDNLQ
* hit, by the source's call; i = inactive; · = not tested or not shown.

Order of results: OX1R antag-2	OX1R antag-1	CHT PAM
1) COC(=O)C(Cc1ccc(O)cc1)NC(=O)CCC(=O)Nc1ccc(S(N)(=O)=O)cc1 (centres undefined)
    -19.3	16.5	i
2) CC(=O)N1c2ccc(S(=O)(=O)N3CCCC3C(=O)Nc3ccc(C)cc3)cc2CC1C (centres undefined)
    -30.8	12.0	i
3) CC(=O)Nc1ccc(NC(=O)CCn2cnnn2)cc1
    -3.4	12.9	i
4) O=C(O)c1cc(=O)c2c(Cl)cc(Cl)cc2[nH]1
    -13.6	18.8	i
5) COc1ccc2c(C#CCCO)c(-c3ccc(S(C)(=O)=O)cc3)sc2c1
    6.2	3.6	·
6) Cc1c(NC(=O)C(C)N2C(=O)c3ccccc3C2=O)c(=O)n(-c2ccccc2)n1C (centres undefined)
    -14.5	14.4	i
7) Cc1cc(C)nc(NC(=S)Nc2ccc(Br)cc2Cl)c1
    -10.4	7.4	i
8) CC(=O)c1sc(C(C)(C)C)cc1NC(=O)CCC(=O)O
    10.1	14.8	i
9) COc1ccc(C(=O)N/N=C\c2coc3ccc(C)cc3c2=O)cc1
    -22.4	4.7	i
10) COC(=O)c1[nH]c2cc(OC)ccc2c1NC(=O)CN1CCC(C(N)=O)CC1
    -5.2	14.4	i
11) CCOc1ccc(NC(=O)CN(C)C(=O)c2c(C)noc2C)cc1OCC
    1.0	-0.1	i
12) CC(=O)Nc1ccc(S(=O)(=O)N2CCN(c3nnnn3-c3ccccc3)CC2)cc1
    0.5	23.1	i
13) CC(C)N(C(=O)COC(=O)CCC(=O)c1cccs1)c1ccccc1
    -1.3	-1.4	·
14) CC(C(=O)c1ccc(Br)cc1)[n+]1cccc2ccccc21 (centres undefined)
    -27.7	22.2	i
15) COC(=O)c1c(Oc2nc(OC)cc(OC)n2)cccc1Oc1nc(OC)cc(OC)n1
    -19.0	16.3	i
16) Cc1cc(Cl)ccc1C(=O)C1CCCN(C(=O)c2cccc(N3CCCC3=O)c2)C1 (centres undefined)
    -22.1	13.9	i
17) Cc1[nH]n(-c2ccccc2)c(=O)c1N=Nc1ccc2c(c1)OCO2
    -17.0	-1.6	i
18) COc1ccc(C2(CNC(=O)Cc3ccc(OC)c(OC)c3)CCOCC2)cc1
    -16.1	5.8	i
19) O=c1c2sccc2nc(SCc2cc(=O)n3ccccc3n2)n1Cc1ccccn1
    -27.5	28.7	i
20) CC(C)(C)C(=O)Cn1ncc(NC2CC2)c(Br)c1=O
    -10.5	0.9	i
21) CC1C(=O)C(C)C(c2cc(Cl)ccc2O)NC1c1cc(Cl)ccc1O (centres undefined)
    -18.3	6.7	i
22) COc1ccc(/C=C2\COc3ccccc3C2=O)cc1OC
    -26.0	17.0	i
23) Cc1onc(-c2ccccc2Cl)c1C(=O)OCn1nnc2ccccc2c1=O
    27.1	6.2	i
24) CCC(C(=O)NCc1cccnc1)c1ccccc1 (centres undefined)
    -2.1	10.1	i
25) CC(C)(C)C(=O)OCc1nc(-c2ccc(C(F)(F)F)cc2)cs1
    -13.2	6.8	i
26) COC(=O)c1cc(S(=O)(=O)NCCc2cccc(C)c2)cn1C
    -5.5	10.2	i
27) CCc1nnc(NC(=O)C2CCCN2C(=O)NC2CCCCC2)s1 (centres undefined)
    -14.8	3.8	i
28) Cc1ccc(COC(=O)CCN=C2NS(=O)(=O)c3ccccc32)cc1
    -7.8	24.2	i
29) O=S(=O)(Nc1nc2ccccc2nc1NCCN1CCOCC1)c1cccc(Cl)c1
    -25.4	21.1	i
30) O=C(NNC(=O)C1CCCCC1)c1cnccn1
    -16.8	12.2	i
31) CCOc1ccc(CCNS(=O)(=O)c2ccc3c(c2)NC(=O)CC(=O)N3)cc1OCC
    -18.0	4.5	i
32) O=C(Nc1ccn(Cc2cccc3ccccc23)n1)c1cccnc1
    -17.8	19.3	i
33) COc1ccc(C2CC(=O)c3cnc(NC(=O)c4cccc(OC)c4)nc3C2)cc1 (centres undefined)
    -11.1	12.0	i
34) C=C(C)CSc1nnc([C@@H](NC(=O)OC(C)(C)C)C(C)CC)o1 (some centres undefined)
    -38.2	15.5	i
35) Cc1occc1C(=O)NNC(=O)c1ccccc1Br
    -13.4	5.2	i
36) CCCc1cc(C(=O)N2CCCC(C(=O)c3ccc(Cl)cc3)C2)n(C)n1 (centres undefined)
    -21.8	28.0	i
37) CCCc1cc(=O)oc2cc(OCC(=O)NCCc3ccc(S(N)(=O)=O)cc3)ccc12
    -3.9	18.3	i
38) CCCCOC(=O)CSCC(=O)N1N=C(c2cccs2)CC1c1ccc(F)cc1 (centres undefined)
    -12.9	3.0	i
39) CCn1c(C)nc2cc(C(=O)OC)ccc21
    -2.5	4.6	i
40) CCOC(=O)c1c(C)oc2c1c1c(c3ccccc32)OCN(CCCC(=O)O)C1
    -9.9	73.1	i
41) CCCn1nnc(NC(=O)c2ccc(OCC)c(Cl)c2)n1
    10.2	11.7	i
42) O=C(NNS(=O)(=O)c1cccc(Cl)c1)c1cc(-c2ccc(F)cc2)nc2ccccc12
    -34.1	19.5	i
43) COc1ccc(C(CNC(=O)/C=C/c2c(Cl)nc3ccccn23)N(C)C)cc1 (centres undefined)
    -15.7	11.1	i
44) COc1ccc(NC(=O)c2cccs2)cc1C(=O)N1CCN(c2ccccc2)CC1
    -19.2	23.4	i
45) CCCN1CNC(=S)N(c2ccccc2C)C1
    15.4	20.8	i
46) O=C(CN1CCC(n2nnc3cc(F)ccc32)CC1)Nc1ccccc1N1CCOCC1
    -19.2	-0.8	i
47) CCC(CC)C(=O)Nc1cc(NC(=O)C(CC)CC)cc(C(=O)O)c1
    -4.5	25.2	i
48) COc1ccc(CN=C2NC(=O)CC(C(=O)Nc3ccc(Cl)cc3)S2)cc1 (centres undefined)
    -20.3	2.3	i
49) COc1ccc(S(=O)(=O)NCC2CCC(C(=O)NCCCN3CCCC3=O)CC2)cc1 (centres undefined)
    -12.5	5.5	i
50) Nc1ccn(CC(=O)NCc2ccc3[nH]ccc3c2)c(=O)n1
    -6.3	3.3	·

The list continues.
Order of results: OX1R antag-2	OX1R antag-1	CHT PAM
51) Cc1ccc(Nc2nc(=O)c3cc([N+](=O)[O-])ccc3s2)cc1
    -2.2	6.5	i
52) COc1cc(NC(=S)N2CCN(Cc3ccccc3)CC2)cc(OC)c1
    -21.8	20.1	i
53) Cc1cccc(C2=NN(c3ccccc3)[C@@H](C(=O)N3CCOC3=O)[C@@H]2c2ccccc2)c1
    -3.7	14.0	·
54) Cc1cccc(NCc2n[nH]c(=S)n2-c2ccccc2)c1
    -15.7	23.9	i
55) CCCCCCSc1ccc([C@H]2N[C@@](C)(C(=O)OC)[C@H]3C(=O)N(CC)C(=O)[C@@H]23)cc1
    -16.3	23.6	i
56) CCn1c(CNC(=O)Cc2ccc(OC)cc2)nnc1SCCOc1ccccc1
    -6.4	11.8	i
57) CCOCCCNC(=O)CN1C(=O)COc2ccc(S(=O)(=O)N3CCCC3)cc21
    8.2	12.6	i
58) Cc1cc(C)c(Cn2cnc3ccccc32)c(C)c1
    -46.7	24.2	i
59) COc1cc2cc(CCCOC(=O)c3ccco3)oc(=O)c2cc1OC
    5.1	9.4	·
60) Cc1cc(OCC(=O)OCC(=O)Nc2cc(C(F)(F)F)ccc2N2CCOCC2)ccc1Cl
    -14.1	13.6	i
61) CC1CN(c2nc3ccccn3c(=O)c2/C=C(\C#N)C(=O)N2CCOCC2)CC(C)O1 (centres undefined)
    -16.1	27.5	i
62) COc1ccc(F)cc1C(=O)COC(=O)c1n[nH]c(=O)c2ccccc12
    -16.9	3.9	·
63) COc1ccc(C(=O)Nc2cccc(/C=C(\CCC(=O)O)c3nc4ccccc4s3)c2)cc1
    -11.8	22.5	i
64) COc1ccc(C(C)(C)C)cc1NC(=O)c1cncc(Br)c1
    -36.6	24.3	i
65) CCCNC(=O)c1cccc(COCC(F)(F)F)c1
    -6.3	5.4	i
66) Cc1cc(-n2nc(C)cc2C)nc(N)n1
    -8.3	7.0	i
67) CCCCc1nc2cc(C(=O)NCCc3cnn(C)c3)ccc2o1
    2.2	10.1	i
68) COc1ccc(-c2cn3ccccc3n2)cc1
    -22.2	6.8	i
69) CCCNC(=O)N1CCN(c2ncccn2)CC1
    -2.3	23.4	i
70) O=S(=O)(O)CCS
    -2.6	9.7	i
71) Cc1ccc(F)cc1NC(=O)c1ccc(OCC2CCCO2)cc1 (centres undefined)
    -22.9	3.5	·
72) O=C(CN1CCC(O)(c2ccc3c(c2)OCO3)CC1)OC1CCCCC1
    -9.4	9.0	i
73) CCOC(=O)c1cccc(Nc2nc(-c3cccnc3)nc3ccccc23)c1
    -10.1	60.4	i
74) CCC(OC(=O)c1ccco1)C(=O)NCc1ccc(C)cc1 (centres undefined)
    -15.8	6.6	i
75) CCOc1ncccc1C(=O)OCC(=O)Nc1ccc2c(c1)OCCO2
    -11.4	7.6	·
76) CC1=NCCN1S(=O)(=O)c1c(C(C)C)cc(C(C)C)cc1C(C)C
    -7.1	53.0	i
77) CCC(Oc1ccccc1)C(=O)Nc1nnc(C(F)(F)F)s1 (centres undefined)
    -4.0	41.6	i
78) CCOC(=O)c1c(NC(=O)CSc2nnc(C)c(=O)[nH]2)sc2c1CCC2
    -5.7	11.3	i
79) COc1ccc(NC(=S)NC2CCCC2)c(OC)c1
    -25.4	-12.3	i
80) CCOc1ccc(OCC)c(NC(=O)CCS(=O)(=O)c2ccc(C)cc2)c1
    -36.4	-8.4	i
81) Cc1sc2ncnc(N3CCC(C(=O)Nc4ccc(Cl)cc4Cl)CC3)c2c1C
    -31.2	28.3	i
82) C/C(=N\NC(=O)c1cccc([N+](=O)[O-])c1)c1ccco1
    -4.2	37.9	i
83) CCOC(=O)c1c(NC(=O)c2cccs2)sc(C(=O)N(C)C)c1C
    -23.6	9.6	i
84) COc1ccc(N(CC(=O)NC2CCCC2)C(=O)Cn2nnc(-c3ccc(OC)c(OC)c3)n2)c(OC)c1
    -19.3	13.1	i
85) COc1cccc(N2CC34C=CC(O3)C(C(=O)O)C4C2=O)c1 (centres undefined)
    -11.7	1.1	i
86) C/C(=N\NC(=O)C(=O)Nc1ccc(C)c(Cl)c1)c1ccncc1
    -9.2	14.6	i
87) COc1ccc([C@H]2CC(=O)C=C(c3ccc4c(c3)OCO4)C2)cc1
    -27.5	6.4	·
88) COc1ccc(NC(C)C(=O)Nc2cc(C(F)(F)F)ccc2N2CCOCC2)c(OC)c1 (centres undefined)
    -42.1	2.9	i
89) CSc1ccccc1C(=O)NC(C)c1ccc(-n2ccnc2)cc1 (centres undefined)
    -15.5	19.8	i
90) Cc1ccc(NC(=O)C(C)OC(=O)COc2cccc(C(F)(F)F)c2)cc1 (centres undefined)
    -18.6	4.9	·
91) N#Cc1ccc(Oc2nc(C(N)=O)cc(-c3ccccc3)n2)cc1
    -9.3	11.3	i
92) CC(=O)Nc1sc(C)c(C)c1C(=O)OCC(=O)N(C)C1CCS(=O)(=O)C1 (centres undefined)
    -0.2	14.9	i
93) Cc1ccc(-c2ccc(C(=O)O)o2)cc1Cl
    -13.3	20.5	i
94) Cc1nnc(SCC(=O)N2CCCC(N3CCN(c4ccc(F)cc4)CC3)C2)o1 (centres undefined)
    2.5	1.3	i
95) Cc1cc(C)nc(SCCn2c(N3CCOCC3)nc3c2c(=O)[nH]c(=O)n3C)n1
    -12.5	9.1	i
96) CCOc1ccc(OCCC(=O)OCC(=O)c2c(N)n(C)c(=O)n(C)c2=O)cc1
    -15.5	0.0	i
97) N#Cc1ccc(S(=O)(=O)NC2CCN(Cc3ccccc3)CC2)cc1
    -27.4	6.3	i
98) Cc1c(CC(=O)NCC(=O)O)c(=O)oc2cc3occ(-c4ccccc4)c3cc12
    -21.8	-6.3	i
99) CCOC(=O)CCCNC(=O)COC(=O)c1cc(Br)c(Br)s1
    -16.7	8.0	i
100) O=c1c2ccccc2nc(-c2ccccc2)n1CCN1CCOCC1
    -7.7	6.9	i

Continued; the last four above are carried over.
Order of results: OX1R antag-2	OX1R antag-1	CHT PAM
97) N#Cc1ccc(S(=O)(=O)NC2CCN(Cc3ccccc3)CC2)cc1
    -27.4	6.3	i
98) Cc1c(CC(=O)NCC(=O)O)c(=O)oc2cc3occ(-c4ccccc4)c3cc12
    -21.8	-6.3	i
99) CCOC(=O)CCCNC(=O)COC(=O)c1cc(Br)c(Br)s1
    -16.7	8.0	i
100) O=c1c2ccccc2nc(-c2ccccc2)n1CCN1CCOCC1
    -7.7	6.9	i
101) CCN(CC)C1CCN(C(=O)c2cc(COc3ccc(-n4cncn4)cc3)on2)C1 (centres undefined)
    0.2	-2.9	i
102) NNc1nc(N)c2c(n1)-c1ccccc1CC21CCCC1
    -36.0	11.8	i
103) CC(Sc1nc(C(C)(C)C)cc(-c2ccccc2)c1C#N)C(=O)Nc1ccccc1 (centres undefined)
    -18.6	6.0	i
104) O=c1sc2ccccc2n1COc1ccc(Cl)cc1
    -19.9	20.3	i
105) Cc1nnc(SC(C)C(=O)Nc2ccc(Cl)cc2Cl)[nH]c1=O (centres undefined)
    14.6	7.1	·
